M. tuberculosis = growth inhibition of non-replicating M. tuberculosis (AID 488890). inhibition, % at 25 µM, or IC50 in µM where a hit was titrated. hit rate 0.39% among 320,000. Mycobacterium tuberculosis non-replicating, growth inhibition; higher % means a stronger effect; in the data active means a potency from the dose series; inconclusive means inhibition mostly from about 82% at the one dose, without a potency; inactive means the rest, 99 in 100 with inhibition below about 76%;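 further: plate controls were DMSO cells for no effect and high antibiotic wells for full effect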
M. tuberculosis HTS = M. tuberculosis growth inhibition, HTS (AID 449762); hit rate 0.59% among 330,000; M. tuberculosis H37Rv growth inhibition, 7H9 media; higher % means a stronger effect; one-dose inhibition, % at 25 µM; IC50 in µM for titrated hits; in the data active means a potency from the dose series; inconclusive means inhibition above about 70% without an active follow-up result;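 further: bacterial growth assessed after seven days of incubation; strong numbers were not always called active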
inhibitors of VEEV = inhibitors of VEEV TC-83 cytopathic effect, confirmation, Vero cells (AID 588727) | inhibition, % at 20 µM; hits with a dose series show IC50 in µM | Vero cells, VEEV TC-83 cytopathic effect inhibition; higher % means a stronger effect | hit rate 0.13% among 350,000; in the data active means a potency from the dose series; inconclusive means inhibition mostly from about 14% at the one dose, without a potency; inactive means the rest, 99 in 100 with inhibition below about 12%; further: strong numbers were not always called active
PhoP GFP inhibition = PhoP regulon inhibitors, Salmonella typhi PhoP promoter GFP reporter, confirmatory (AID 1850); Salmonella Typhi PhoP-promoter GFP reporter, fluorescence, 4 h; higher % means a stronger effect; hit rate 0.33% among 310,000; one-dose inhibition, % at 50 µM; IC50 in µM for titrated hits; in the data active means a potency from the dose series; inconclusive means inhibition mostly from about 25% at the one dose, without a potency; inactive means the rest, 99 in 100 with inhibition below about 19%;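 further: 0% = induced wells with vehicle and 100% = uninduced wells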
H1N1 NS1A inhibition = H1N1 influenza NS1A inhibitors, functional cell based assay (AID 504329). NS1A functional cell-based assay, percent inhibition; higher % means a stronger effect. inhibition, % at 12.5 µM, or IC50 in µM where a hit was titrated. hit rate 0.3% among 340,000; in the data active means a potency from the dose series; inconclusive means inhibition above about 27% without an active follow-up result; further: strong numbers were not always called active
inhibitors of VEEV 10K pilot screen = also measured in inhibitors of VEEV; calls as there; inhibition, %; measured here: 10K pilot screen inhibition
Starred values were filed as active, the others as inactive; i = inactive; u = inconclusive; x = not tested or not shown.

SMILES	M. tuberculosis	M. tuberculosis HTS	inhibitors of VEEV	PhoP GFP inhibition	H1N1 NS1A inhibition	others
CC(C)Oc1ccc(CNCCC2(C(C)C)CCOC(C)(C)C2)cc1 (stereo not drawn)	33%	-5%	i	12%	6%
Cn1/c(=N\NC(=O)C2CCCCC2)sc2ccccc21	-1%	10%	0.5%	1%	2%
COc1cccc(N2CCN(CC(=O)Nc3ccnn3C3CCCC3)CC2)c1	4%	-7%	i	x	-17%
O=S(=O)(Nc1cnc2ccccc2c1)N1CCCCCC1	15%	2%	5.1%	2%	-6%
CS(=O)(=O)N(CC(=O)Nc1ccc(S(=O)(=O)N2CCOCC2)cc1)c1ccccc1Br	-1%	-3%	3.0%	-8%	0%
O=C(NNS(=O)(=O)c1ccc2ccccc2c1)c1cccs1	14%	21%	0.1%	14%	1%
COc1ccc(C(=O)N/C(=C\c2ccccc2)C(=O)Nc2ccccc2C(=O)O)cc1	56%	33%	0.0%	0%	5%
CCn1cc(C(=O)NCc2ccco2)c2cc(OC)c(OC)cc2c1=O	-6%	-8%	7.0%	-12%	10%
Cc1cccc(/C=C2\CCC(C3CCCC3)C2=O)c1 (stereo not drawn)	25%	-3%	0.7%	-5%	1%
O=C(O)c1cc(N2C(=O)C3C4C=CC(C4)C3C2=O)ccc1NCc1cccnc1 (stereo not drawn)	7%	4%	i	5%	2%
CC(C)CCn1c(=O)c2ccccc2n2c(CCC(=O)NC3CCN(Cc4ccccc4)CC3)nnc12	17%	0%	2.5%	1%	10%
COc1ccc(CC2(CO)CCN(Cc3cccnc3)CC2)cc1	3%	-3%	1.3%	8%	7%

Quoted at random: 2 compounds from above.
SMILES	M. tuberculosis	M. tuberculosis HTS	inhibitors of VEEV	PhoP GFP inhibition	H1N1 NS1A inhibition	others
Cn1/c(=N\NC(=O)C2CCCCC2)sc2ccccc21	-1%	10%	0.5%	1%	2%
COc1cccc(N2CCN(CC(=O)Nc3ccnn3C3CCCC3)CC2)c1	4%	-7%	i	x	-17%

More compounds.
SMILES	M. tuberculosis	M. tuberculosis HTS	inhibitors of VEEV	PhoP GFP inhibition	H1N1 NS1A inhibition	others
CC(NC(=O)COC(=O)/C(=C/c1cccs1)c1cccs1)c1ccccc1 (stereo not drawn)	51%	20%	i	-3%	6%
O=C(NNC(=O)c1cccs1)c1ccc(F)cc1	-10%	-3%	11%	-9%	-11%
CCCCCCNc1c(C(=O)OCC)c(=O)[nH]c2ccccc12	27%	-1%	4.6%	-13%	-2%
CCCCNC(=O)CSc1nc(N)c(C(=O)Nc2ccc(OC)cc2)s1	u	5%	0.9%	3%	8%
CC(=O)N1CCN(C(=O)c2cc(S(=O)(=O)N3CCCCC3)ccc2Cl)CC1	0%	1%	1.6%	2%	-15%
Cc1ccc(C(=O)NC(Cc2cccc(C(F)(F)F)c2)C(=O)O)cc1 (stereo not drawn)	x	x	2.0%	x	-4%
CCOc1ccc(Nc2nc(Nc3ccc(O)cc3)nc(C)c2[N+](=O)[O-])cc1	-12%	7%	5.7%	10%	11%
CCCCCC(=O)Nc1cccc(C2=NOC3(C2)C[C@@H](C(N)=O)N(C(=O)Cc2ccc([N+](=O)[O-])cc2)C3)c1 (stereo partly drawn)	14%	0%	i	-17%	-1%
CCOC(=O)C1=C(C)N(C[C@@H]2CC[C@@H](Cc3ccc4cc(OC)ccc4c3)O2)C(=O)NC1c1ccc(OC)cc1 (stereo partly drawn)	x	x	1.2%	x	3%
CCc1cccc(CC)c1NC(=O)C1CSC2(C)CCC(=O)N12 (stereo not drawn)	-3%	0%	0.4%	1%	-1%
Cc1ccc(SCC(=O)NCc2ccco2)cc1	77%	7%	i	2%	6%
CCOC(=O)c1ccc2cccc(C)n2c1=O	3%	1%	0.4%	0%	-11%
COC(=O)c1ccccc1NC(=O)CSc1nnnn1C	-2%	2%	0.4%	-7%	10%
Cc1ccccc1C(=O)OC(C)CN1CCN(C)CC1 (stereo not drawn)	-3%	-3%	0.4%	9%	-3%
CCN(CC)c1nc2c(c(=O)[nH]c(=O)n2C)n1CCOc1ccccc1	8%	-2%	1.3%	-4%	6%
O=C1CN(C(=O)c2ccc(Br)o2)C(c2ccccc2)c2cc(Cl)ccc2N1 (stereo not drawn)	38%	-4%	8.2%	-3%	6%
N#CCCN(C(=O)COC(=O)C12CC3CC(CC(O)(C3)C1)C2)c1ccc(F)cc1	2%	7%	0.9%	x	-4%
Nc1nc(C2CC(=O)OC23CCCCC3)cs1 (stereo not drawn)	-10%	-16%	0.2%	-5%	-6%
O=C(Nc1ccc(Cc2ccc(NC(=O)N3CCOCC3)cc2)cc1)N1CCOCC1	-6%	1%	i	5%	17%	inhibitors of VEEV 10K pilot screen=0.0
C=CCn1c(CSc2ccc(C)cc2)n[nH]c1=S	-20%	5%	1.8%	3%	-8%
Cc1cccc(C)c1-n1c(C)cc(/C=N\Nc2ccc([N+](=O)[O-])cn2)c1C	62%	u	7.0%	-22%	-20%
CN(C)CCNC(=O)c1ccc(COCC(F)(F)F)cc1	-10%	-11%	i	3%	2%
CCOC(=O)C(Cc1ccc(NC(=O)/C(=C/c2ccccc2)NC(=O)c2ccccc2)cc1)N1C(=O)c2ccccc2C1=O (stereo not drawn)	u	66%	7.4%	-12%	8%
COCC(=O)Nc1cc(OC)ccc1OC	-1%	-3%	7.4%	-4%	11%

The final two compounds of the section above open the next one:
SMILES	M. tuberculosis	M. tuberculosis HTS	inhibitors of VEEV	PhoP GFP inhibition	H1N1 NS1A inhibition	others
CCOC(=O)C(Cc1ccc(NC(=O)/C(=C/c2ccccc2)NC(=O)c2ccccc2)cc1)N1C(=O)c2ccccc2C1=O (stereo not drawn)	u	66%	7.4%	-12%	8%
COCC(=O)Nc1cc(OC)ccc1OC	-1%	-3%	7.4%	-4%	11%
Cc1c(NC(=S)/C=C2\N(C)c3ccccc3C2(C)C)c(=O)n(-c2ccccc2)n1C	22%	2%	i	-14%	4%
CCCCN1C(N)=NC[C@@H]1Cc1ccc(O)cc1	47%	-3%	0.9%	-19%	5%
O=C(Nc1ccc2c(c1)C(=O)NC2=O)c1ccc(Cl)s1	x	7%	1.8%	5%	6%
CN(Cc1ccccc1)c1nc2c(c(=O)[nH]c(=O)n2C)n1CCCc1ccccc1	23%	4%	4.6%	22%	10%
Cc1ccc(S(=O)(=O)/N=C(/Nc2ccc3[nH]c(=O)[nH]c3c2)c2ccccc2)cc1	8%	6%	i	-6%	3%	inhibitors of VEEV 10K pilot screen=0.2
CC(C)CNS(=O)(=O)c1ccccc1C(=O)N1CCCCC1	x	-9%	i	7%	-5%
CC(=O)N1CCOc2ccc(S(=O)(=O)N3C(C)CCCC3C)cc21 (stereo not drawn)	-10%	5%	2.4%	-2%	-11%
c1ccc(-c2cc(N3CCCCC3)nc(-c3ccccc3)n2)cc1	-5%	12%	1.8%	5%	7%
CCCCOc1ccc(C(=O)N/C(=C/C=C/c2ccccc2)C(=O)NCCO)cc1	19%	15%	i	2%	-5%	inhibitors of VEEV 10K pilot screen=1.2
Cc1ccc(C(=O)Oc2ccc([N+](=O)[O-])cc2)cc1S(=O)(=O)N1CCCCCC1	u	-3%	1.1%	-3%	-1%
CCOc1cc(N2CCOCC2)c(OCC)cc1NC(=O)COc1ccccc1[N+](=O)[O-]	-8%	1%	5.6%	4%	0%
COc1ccc(-c2noc(CNC(=O)c3ccoc3C)n2)cc1OC	-6%	5%	1.7%	1%	-5%

In the list so far, these have a furan ring, fused or not:
SMILES	M. tuberculosis	M. tuberculosis HTS	inhibitors of VEEV	PhoP GFP inhibition	H1N1 NS1A inhibition	others
CCn1cc(C(=O)NCc2ccco2)c2cc(OC)c(OC)cc2c1=O	-6%	-8%	7.0%	-12%	10%
Cc1ccc(SCC(=O)NCc2ccco2)cc1	77%	7%	i	2%	6%
O=C1CN(C(=O)c2ccc(Br)o2)C(c2ccccc2)c2cc(Cl)ccc2N1 (stereo not drawn)	38%	-4%	8.2%	-3%	6%
COc1ccc(-c2noc(CNC(=O)c3ccoc3C)n2)cc1OC	-6%	5%	1.7%	1%	-5%

Continuation:
SMILES	M. tuberculosis	M. tuberculosis HTS	inhibitors of VEEV	PhoP GFP inhibition	H1N1 NS1A inhibition	others
Cc1ccc(NC(=O)CN2CCN(c3ccccn3)CC2)cc1S(=O)(=O)N(C)C	6%	0%	1.2%	17%	-5%
CN1CCc2c(OCC(=O)N3CCCc4ccccc43)cccc2C1=O	42%	-4%	0.0%	3%	5%
Cn1nc(C(F)(F)F)c(-c2ccc(F)cc2)c1NC(=O)c1ccco1	8%	-2%	i	5%	0%
[O-][n+]1onc2c1CCc1[nH]c(-c3ccccc3)nc1-2	-21%	-1%	14µM*	34%	0%
COc1cc(NS(=O)(=O)c2ccc(OC)c(OC)c2)cc(OC)c1	3%	-3%	2.0%	18%	-11%
CN(C)c1ccc(C(CNS(=O)(=O)c2ccc(F)cc2)c2c[nH]c3ccccc23)cc1 (stereo not drawn)	9%	1%	0.7%	-12%	6%
Cc1nn(C)cc1C1C(C#N)=C(N)N(c2ccc(F)c([N+](=O)[O-])c2)C2=C1C(=O)CCC2 (stereo not drawn)	20%	1%	i	3%	6%
Cc1nnc2n(-c3ccccc3)c(=O)c3c4c(sc3n12)COC(C)(C)C4	8%	3%	7.0%	1%	-4%
COc1ccc(-c2nnc3ccc(SCC(=O)Nc4cc(C)on4)nn23)cc1OC	14%	9%	1.0%	9%	-7%
CC(C)CCNC(=O)c1ccc2c(c1)ncn2C1CCCCC1	16%	-4%	1.6%	-11%	-2%	inhibitors of VEEV 10K pilot screen=1.6
COc1cc(N)c2ncccc2c1OC	x	x	3.5%	x	6%
O=C(NCC(c1ccco1)N1CCCC1)c1ccccc1Sc1ccc(C(F)(F)F)cc1[N+](=O)[O-] (stereo not drawn)	12%	1%	1.3%	2%	1%
Oc1cc(O)c2c(c1)O[C@H](c1ccc(O)c(O)c1)[C@@H](O)C2	4%	4%	0.9%	-12%	-4%
CC1CCC(C(=O)NC(C(=O)NCCCN2CCOCC2)C(C)C)CC1 (stereo not drawn)	2%	8%	2.9%	3%	-2%
CCN(CC)S(=O)(=O)c1ccc(C(=O)NNC(=O)c2cccs2)cc1	32%	x	0.7%	-3%	-9%
CCOC(=O)C1CCCN(CC(O)COC(c2ccccc2)c2ccccc2)C1 (stereo not drawn)	2%	4%	i	7%	-1%
CCOc1ccc(C(=O)n2cc(C(=O)OC)c3ccccc32)cc1OCC	12%	-2%	0.4%	0%	0%
CC(=O)N1CCN(C(=O)c2ccc3c(c2)OCCO3)CC1	-7%	-4%	0.9%	-10%	-7%
Clc1nccc(NCc2ccccc2)n1	11%	-1%	0.6%	-21%	0%
O=C(COc1ccc(Cl)cc1)NNC(=O)c1cccnc1	32%	-2%	0.6%	1%	-5%
CCOc1ccc(NC(=O)CN(C)C(=O)c2ccc(OCc3ccccc3)c(OC)c2)cc1OCC	4%	35%	2.7%	-1%	13%
Cc1cccc(-c2nnc(SCCOc3ccc4c(C)cc(=O)oc4c3)o2)c1	24%	0%	6.1%	3%	4%
COC(=O)c1c(NC(=O)C(C)C)sc2c1CCN(Cc1ccccc1)C2	19%	-2%	7.5%	-3%	40%
NS(=O)(=O)c1ccc(CCNC(=O)c2cc3ccccc3oc2=O)cc1	43%	8%	6.1%	-3%	2%
O=C1c2cccnc2C(O)N1Cc1ccccc1 (stereo not drawn)	-5%	-9%	2.9%	-4%	1%
Cc1ccc(S(=O)(=O)N2CCCOC2CNC(=O)C(=O)NCc2cccs2)cc1 (stereo not drawn)	8%	4%	0.5%	5%	-6%
N#Cc1nc(COc2ccccc2)oc1NCCCn1ccnc1	3%	-8%	i	-8%	-2%
Cc1cc(C(=O)Nc2cccc([N+](=O)[O-])c2)c(C)o1	7%	3%	1.4%	-6%	1%
COCCn1c(=O)[nH]c2cc(C(=O)N3CCN(c4cccc(C)c4C)CC3)ccc2c1=O	25%	9%	2.2%	-8%	7%
COc1ccc(Cn2c(=S)[nH]c3cc(C(=O)NCCCN4CCOCC4)ccc3c2=O)cc1	6%	1%	i	-1%	9%
CCCN1C(=O)c2cc(C(=O)NC3CCCC3)ccc2C1O (stereo not drawn)	8%	-5%	0.3%	-11%	-4%
CCOC(=O)c1c(C)[nH]c(C)c1C(=O)CN1C(=O)NC2(CCCCCC2)C1=O	17%	-6%	3.7%	x	-7%
COc1ccc(OC)c(C2CC(=O)N3CN(c4cccc(Cl)c4)CSC3=C2C#N)c1 (stereo not drawn)	64%	1%	i	1%	6%	inhibitors of VEEV 10K pilot screen=1.1
COc1ccccc1C(=O)NC(CCSC)C(=O)OCC(=O)N1CCCC1=O (stereo not drawn)	1%	-5%	i	x	-2%
CCOC(=O)c1ccc(C(=O)NNC(=O)C2C3C=CC(C3)C2C(=O)O)cc1 (stereo not drawn)	-2%	-1%	i	-1%	-7%

Random draw from the library (roughly 1.4% active in at least one column).
